Rin1-Abl PPI inh – inhibitors of human Rin1-Abl protein interaction; inhibition, % at 7.35 µM; actives 0.4% (n = 360,000); P00519+Q13671; TR-FRET Rin1/Abl binding, biochemical; in the data active = inhibition above about 5%, passing the limit was not always enough
SKN-1 inh – inhibitors of C. elegans SKN-1; C. elegans VP596 Pgst-4::GFP/RFP ratio, acrylamide-induced, 24 h; inhibition, % at 21.8 µM; actives 0.49% (n = 360,000); AID 624304;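 active = interference check ratio from 0.5 to 1.5 plus GFP to RFP signal ratio inhibition reaching or exceeding a fixed threshold, cut at about 30% in these data, passing the limit was not always enough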; note: some compounds called inactive have numbers as strong as hits
NRP1-CendR mod – NRP-1/CendR interaction modulation; O14786; FAM-RPARPAR peptide binding to NRP-1, fluorescence polarization; inhibition, % at 25 µM; actives 0.85% (n = 360,000); AID 602438;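 active = inhibition or corrected inhibition above about 18%, plus a signal ratio from 0.5 to 1.5, limit read from the data, passing the limit was not always enough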; note: strong numbers were not always called active
eLon inh – inhibitors of E. coli Lon protease | P0A9M0 | purified E. coli Lon protease, fluorescence polarization | inhibition, % at 7.94 µM | actives 0.42% (n = 360,000); in the data active = inhibition above about 13%, passing the limit was not always enough;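 note: 0% = enzyme with probe and DMSO and 100% = no enzyme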
MT1-MMP act inh – MT1-MMP (human) activation inhibition. actives 0.061% (n = 360,000). AID 651647. HT1080 RFP-PRO-GFP cells, GFP/RFP ratio fluorescence, overnight; percent of plate control window, DMSO zero. P50281. GFP/RFP ratio change, % at 20 µM;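 active = GFP/RFP ratio change of at least 30% with cell ATP level not reduced by more than half and red fluorescence within 50% of control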; note: strong numbers were not always called active
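Read-out: GFP/RFP fluorescence ratio; Test system: RFP-PRO-GFP reporter HT1080 cells; Compound dosing: single-point 20 µM compound, 1% DMSO; Times: overnight compound exposure at 37 °C.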
PABP1 MLLE inh – blocks PAM2 peptide binding to the PABP1 MLLE domain. GST-MLLE / FITC-PAM2 fluorescence polarization. inhibition, % at 20 µM. actives 0.36% (n = 360,000); in the data active = inhibition above about 35%, passing the limit was not always enough;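 note: plate controls were DMSO wells with GST-MLLE for no effect and wells lacking GST-MLLE protein for full effect; some results filed as inactive read as strong as hits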
Target sequence (P11940 whole entry, looked up, the tested form may be a part): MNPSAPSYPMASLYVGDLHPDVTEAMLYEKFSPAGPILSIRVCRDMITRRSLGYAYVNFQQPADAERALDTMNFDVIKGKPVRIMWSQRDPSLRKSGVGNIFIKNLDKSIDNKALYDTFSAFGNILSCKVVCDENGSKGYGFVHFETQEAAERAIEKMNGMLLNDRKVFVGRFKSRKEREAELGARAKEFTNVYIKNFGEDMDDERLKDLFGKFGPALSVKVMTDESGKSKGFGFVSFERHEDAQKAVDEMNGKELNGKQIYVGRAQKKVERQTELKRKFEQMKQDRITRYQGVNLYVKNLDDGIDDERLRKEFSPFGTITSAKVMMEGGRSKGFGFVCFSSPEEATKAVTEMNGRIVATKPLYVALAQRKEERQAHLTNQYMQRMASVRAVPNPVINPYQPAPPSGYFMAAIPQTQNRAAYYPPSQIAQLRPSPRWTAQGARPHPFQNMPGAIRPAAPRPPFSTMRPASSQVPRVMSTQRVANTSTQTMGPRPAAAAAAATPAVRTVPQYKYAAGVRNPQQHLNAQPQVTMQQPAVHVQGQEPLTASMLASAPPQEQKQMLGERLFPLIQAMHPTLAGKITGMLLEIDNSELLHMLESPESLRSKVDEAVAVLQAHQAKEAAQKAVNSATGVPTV
Neddylation inh – inhibitors of human cullin neddylation; actives 0.58% (n = 360,000); TR-FRET cullin neddylation, biochemical; calls only at 25 µM; P61081+Q13564; in the data active = inhibition above about 36%
MsrA act – bovine methionine sulfoxide reductase A activation | AID 602163 | purified bovine MsrA, absorbance read-out | activation, % at 10.6 µM | actives 0.3% (n = 360,000); in the data active = activation above about 7.5%;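 note: 0% = vehicle and 100% = reference activator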
FAS-TE inh – FAS thioesterase (human) inhibition; AID 602261; inhibition, % at 15 µM; P49327; recombinant FAS-TE, OMFH fluorogenic substrate, fluorescence endpoint; actives 0.67% (n = 360,000);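 active = compounds whose normalised, plate-corrected inhibition of enzyme fluorescence in the single-dose primary screen is 50% or more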;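 note: 0% = DMSO with enzyme and 100% = substrate without enzyme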
* hit, by the source's call; i = inactive; · = not tested or not shown. Compounds as they come. Share with any hit: about 4%.

molecule,Rin1-Abl PPI inh,SKN-1 inh,NRP1-CendR mod,eLon inh,MT1-MMP act inh,PABP1 MLLE inh,Neddylation inh,MsrA act,FAS-TE inh
Cc1ccc(-c2nnn(CC(=O)N3CCC(C)CC3)n2)o1,-6,28,3,-4,-1,10,i,0,-4
COc1ccc(S(=O)(=O)NCCN2CCOCC2)cc1[N+](=O)[O-],1,15,-6,-6,-3,-7,i,-2,-1
CCCc1cc(=O)[nH]c(SCC(=O)Nc2cccc(S(=O)(=O)N3CCCCC3)c2)n1,2,11,0,-19,3,2,i,-1,-1
COc1ccc(Cn2c(=O)[nH]c3cc(C(=O)NC4CCCC4)ccc3c2=O)cc1,-1,-3,-3,8,4,13,i,-4,-9
Cc1ccc(NC(=O)C2C3CCCC2C3c2ccccc2)cc1C (configuration not stated),0,-32,5,-2,-1,-5,i,-2,-5
CC(=O)O[C@H]1CC(=O)OC(C)(C)C2CC(=O)[C@]3(C)C(CC[C@@](C)([C@@H](O[C@@H]4O[C@H](CO)[C@@H](O)[C@H](O)[C@H]4O)c4ccoc4)[C@@]34O[C@@H]4C(=O)O)[C@]21C (some centres not stated),0,9,19,-1,-1,-15,i,-2,-4
O=C(C(=O)c1ccc(O)c(O)c1)c1ccc(O)c(O)c1,1,-5,7,11,1,-17,i,0,-10
CC/C(=N\NC(=O)c1nnn(-c2nonc2N)c1-c1cccc(OC)c1)c1ccc(C)cc1,4,0,-2,-15,4,2,i,-2,23
COc1ccc(CC(=O)Nc2ccc3c(c2)CCC3)cc1S(=O)(=O)N1CCOCC1,1,-9,2,0,2,-6,i,-2,-2
COc1ccc2c(=O)c(-c3ccccc3)coc2c1,1,22,-8,-7,0,9,i,-2,7
O=C(Nc1ccccn1)C1(c2cccs2)CCOCC1,-1,3,-3,0,5,-6,i,-6,-12
C=CCNC(=S)N(Cc1ccccc1)Cc1ccccc1,-1,0,-21,1,-4,-144,i,-4,9
Cc1cccc(C)c1C(=NCCCN(C)C)c1ccccc1,1,3,-13,2,3,6,i,-1,-10
O=C(CS(=O)(=O)c1ccccc1)Nc1ccccn1,2,1,15,6,3,14,i,-2,-5
c1ccc(Cc2noc(CN3CCN(CCOc4ccccc4)CC3)n2)cc1,3,12,9,3,-2,6,i,-4,-3
CCN(C(=O)C1CCCCC1)c1nnc(-c2cccnc2)s1,2,14,-4,-12,7,-4,i,-12,-8
CC1(C(=O)NCc2ccc3c(c2)OCO3)CCN1CCc1ccccc1 (configuration not stated),2,3,2,-7,2,11,i,-3,2
CC(=O)Nc1ccc(S(=O)(=O)C(C#N)c2nc3ccccc3nc2NCCN2CCOCC2)cc1 (configuration not stated),-2,1,-5,-6,0,-10,·,-8,-6
O=C(COC(=O)C1(c2cccc(F)c2)CCCC1)NCc1ccc2c(c1)OCO2,1,17,-9,-10,-3,-12,i,-2,24
COc1cccc(NC(=O)C2C3C=CC4(O3)C2C(=O)N(CCCN2CCC(C)CC2)C4C(=O)NC2CCCCC2)c1 (configuration not stated),-1,28,4,-3,0,2,i,-2,-10
COc1ccccc1NC(=O)CC1S/C(=N/N=C2\CCCc3ccccc32)NC1=O (configuration not stated),1,3,0,6,-6,-1,i,-1,11
O[C@@H](CNC[C@H](O)c1ccccc1)c1ccccc1,-3,3,8,-1,-4,13,i,1,-5
O=S(=O)([N-]c1nc2ccccc2nc1-[n+]1ccc(Cc2ccccc2)cc1)c1ccc(Br)s1,-6,3,5,52*,-21,43*,i,-6,14
Cc1cc(C)c(C)c(S(=O)(=O)N2CCC(C(=O)OCC(=O)N3c4ccccc4NC(=O)C3(C)C)CC2)c1C,-1,9,5,-7,-2,-18,i,-2,18
O=C(COc1ccc(Cl)cc1Cl)NCCCN1CCOCC1,-2,8,5,5,3,5,i,2,-6

New compounds follow.
molecule,Rin1-Abl PPI inh,SKN-1 inh,NRP1-CendR mod,eLon inh,MT1-MMP act inh,PABP1 MLLE inh,Neddylation inh,MsrA act,FAS-TE inh
CCn1c(SCC(=O)Nc2sc3c(c2C#N)CCCC3)nnc1-c1ccco1,0,0,5,-6,0,8,i,2,9
C=CCc1cc(C=O)cc(OC)c1OCc1c(Cl)cccc1Cl,1,13,-7,-12,-4,1,i,0,29
Cc1ccccc1-c1nc(SCc2cccnc2)c2c(=O)n(C)c(=O)n(C)c2n1,-3,-4,20,5,-12,-5,i,-1,-2
CC(C)C[C@H](NC(=O)OC(C)(C)C)C(=O)N/N=C/c1ccc2nccnc2c1,-3,9,-9,1,-3,-10,i,-9,-3
CC(C)C(=O)NC(=S)Nc1ccc(S(=O)(=O)NC2CCCCC2)cc1,-3,5,10,-2,-3,11,i,-2,11
Nc1[nH]c(C(=O)c2ccccc2)c(-c2c(F)cccc2F)c1C(=O)c1ccc(Cl)c(Cl)c1,·,2,-11,2,-1,·,i,-11,28
CC(C)NC(=O)/C(C#N)=C/c1ccc(N(C)C)o1,-24,21,-151,i,-57,-175,i,-7,-19
O=C(OCCN1CCCCC1)c1ccc(Cl)cc1,-4,-2,7,9,-4,3,i,0,-6
Cc1ccc(S(=O)(=O)N2CCN(C(=O)COC(=O)c3ccccn3)CC2)c(C)c1,4,11,-1,6,-2,-1,i,-3,-2
Cc1sc2nc(C)n(/N=C/c3ccc(O)cc3O)c(=O)c2c1C,-2,7,-7,5,2,-3,i,-12,-6
Cc1ccc(-c2cn(CCN)c(-c3ccncc3)n2)cc1,2,1,-4,-7,0,1,i,-5,-12
COC(=O)CN1C(=S)N(c2ccc(OC)cc2)C(=O)/C1=C/c1cccs1,4,9,-1,-13,2,-10,i,2,9
Cc1coc(=N)n1CC(=O)c1ccc(Cl)cc1,2,6,-5,-4,-2,14,i,-8,-2
Cc1ccc(-c2nn(C)c(=O)c3ccccc23)cc1S(=O)(=O)N1CCOCC1,3,11,-6,-13,4,6,i,0,0
CS(=O)(=O)N(CC(=O)N1CCCCCC1)c1ccc(Br)cc1,0,-8,-6,-12,4,-6,i,-2,-7
O=C(CCCN1C(=O)/C(=C/c2ccc3c(c2)OCO3)SC1=S)Nc1cccc(C(=O)O)c1,5,-1,-49,-48,2,-12,i,-7,9
O=C(CN1CCN(Cc2ccccc2)CC1)Nc1nc2ccccc2s1,3,14,-9,-7,-1,-2,i,-3,-1
COc1ccc(-c2cc(C3CCN(CC(O)C(F)(F)F)CC3)[nH]n2)cc1 (configuration not stated),0,-9,-1,7,-1,-4,i,-4,-13
COc1ccc(OC)c(NC(=O)c2cccc(NC(=O)c3ccco3)c2)c1,0,0,8,-18,2,-14,i,-1,0
O=S(=O)(NCC(c1ccc2c(c1)OCO2)N1CCOCC1)c1ccc(Cl)cc1 (configuration not stated),-3,6,-5,1,-5,-8,i,-3,3
Cc1ccc(-n2nc(C)c3c(C)onc3c2=O)cc1,0,-7,-3,2,0,3,i,-3,-3
C=CCc1c(C)nc(N)[nH]c1=O,-2,10,-6,-9,2,-11,i,-1,-9
CC(C)(C)NC(=O)CN(C(=O)CN1C(=O)C(=O)c2ccccc21)C(C)(C)C,-3,13,2,-10,-1,7,i,-5,-5
COc1cc(OC)cc(C(=O)NCC(=O)OCC(=O)NC2CCCc3ccccc32)c1 (configuration not stated),0,-11,10,-6,0,-6,i,-3,-4
Cc1ccc(S(=O)(=O)N2CCN(CCOc3ccccc3)CC2)cc1,4,13,2,4,-4,-6,i,0,11

(list continues)
molecule,Rin1-Abl PPI inh,SKN-1 inh,NRP1-CendR mod,eLon inh,MT1-MMP act inh,PABP1 MLLE inh,Neddylation inh,MsrA act,FAS-TE inh
CCOc1ccc(S(=O)(=O)N2CCOCC2)cc1NC(=O)C1CSC2(C)CCC(=O)N12 (configuration not stated),-1,11,-2,-2,-1,-16,i,-2,-4
O=C1CCC(=O)N1Cc1c(Cl)cccc1Cl,0,-1,2,3,2,4,i,-4,-1
O=C(NCCc1ccccc1)N1c2ccccc2Sc2ccccc21,-1,3,-8,4,-3,-16,i,-1,27
COc1ccc(-c2cc(-c3ccccc3)nc(=O)[nH]2)cc1,1,-5,-1,-5,2,-3,·,-6,-3
O=C(CSc1nnc(Cn2nnc3ccccc32)o1)N(Cc1ccc(F)cc1)c1ccccc1,-4,15,-4,3,-6,-11,i,-4,22
O=C(NCC(=O)N(Cc1ccccc1)C(C(=O)NC1CCCC1)c1ccco1)c1ccco1 (configuration not stated),-1,-3,-1,-7,-9,-5,i,-4,-4
COc1ccc(C(=O)Nc2cc(C(C)=O)c(/C=C/N(C)C)oc2=O)cc1,-19,-40,-204,-125,-117,-131,i,-12,-56
CN1CCN(c2nc3c(c(=O)[nH]c(=O)n3C)n2Cc2cccc(Br)c2)CC1,-1,11,4,3,-2,3,i,-4,-4
S=C1NC(c2ccccc2)=NCN1c1ccc(Br)cc1,-2,12,7,-1,-3,-92,i,-2,2
COc1ccc(C(=O)Nn2cnc3ccccc3c2=O)c(OC)c1,-2,5,0,-14,-3,-3,i,-1,-7
O=C(O)CCn1cc(/C=C2/NC(=S)N(c3ccccc3)C2=O)c(-c2ccccc2)n1,-1,-7,2,-9,4,-82,i,-5,-8
CCOC(=O)c1c(NC(=O)c2nn(CC)cc2Br)sc(C)c1C,2,11,3,-6,2,28,·,0,27
c1ccc(Nc2nc(NCc3ccco3)c3ccccc3n2)cc1,-1,-7,1,-6,0,-3,·,0,17
CC(=O)c1ccc(NS(=O)(=O)c2ccc(-c3cnc(C4CC4)o3)cc2)cc1,-2,-10,-5,-4,0,-3,i,-1,1
CCN(C(=O)c1cc2cc(OC)ccc2oc1=O)c1ccccc1,-4,-14,3,-1,2,-1,i,-9,-4

Bioassay records: PubChem BioAssay, several laboratories
